mouse EphA4 binding = inhibitors of EphA4 binding to KYL peptide, primary screen, biochemical, colorimetric, mouse EphA4 (AID 689). EphA4-AP binding to KYL peptide, pNPP A405; higher % means a stronger effect. inhibition, % at 10 µM; hits with a dose series show IC50 in µM. actives 0.1% (n = 62,000); in the data active = a potency from the dose series; inactive = the rest, 99 in 100 with inhibition below about 22%
* hit, by the source's call.

SMILES	mouse EphA4 binding
CCNC(=O)NC1C(NC(=O)NCC)N(C)C(=O)N1C (stereo not drawn)	-7%
COCCn1c(=O)[nH]c2cc(C(=O)NCCN3CCN(c4ccccc4F)CC3)ccc2c1=O	-15%
COc1cccc(C(=O)N(Cc2ccc(N(C)C)cc2)C2CCS(=O)(=O)C2)c1 (stereo not drawn)	-2%
Cc1ccc(-c2nn(-c3ccccc3)cc2CSC(=N)N)cc1	-21%
Cc1occc1C(=O)Nc1sc2c(c1C(N)=O)CCC(C(C)(C)C)C2 (stereo not drawn)	0%
COC(=O)CSc1ncnc2c1cnn2Cc1ccccc1	-6%
Cc1ccc(S(=O)(=O)N2CCN(Cc3ccccc3[N+](=O)[O-])CC2)cc1	9%
Cc1cc(OCCN2CC(C)OC(C)C2)ccc1[N+](=O)[O-] (stereo not drawn)	-12%
CC1CCN(C(C(=O)Nc2ccc(C(C)C)cc2)c2ccc3c(c2)OCO3)CC1 (stereo not drawn)	9%
Cc1ccc(C(=O)Nc2nccc(-c3cccs3)n2)cc1	5%
Cc1sc2c(c1C)C(=O)NC(c1cccc(O)c1)N2 (stereo not drawn)	-5%
Cc1ccc(N=Cc2c(O)n(C)c(=O)n(C)c2=O)nc1	-4%
Cc1ccc(Cl)cc1NC(=O)Cn1cc2c(n1)CCCC2	-65%
COc1cc(/C=c2\sc3nc4ccccc4n3c2=O)ccc1OCCOc1ccc(C(C)(C)C)cc1	-5%
COc1ccc(NC(=O)c2cccc(NC(=O)c3ccco3)c2)c(OC)c1	-5%
O=C(C1CCN(S(=O)(=O)N2CCOCC2)CC1)N1CCN(Cc2ccccc2)CC1	-7%
CC(C)CC(c1nnnn1C(C)C)N1CCN(c2ccccc2)CC1 (stereo not drawn)	-4%
COc1ccc(OC)c(-c2cc(C(=O)N3CCN(c4ncccn4)CC3)c3ccccc3n2)c1	-1%
NC(=O)c1ccc(NC(=O)Nc2cccc3ccccc23)cc1	-4%
O=C(CSC1=NCCS1)Nc1ccc(S(=O)(=O)N2CCCCCC2)cc1	-7%

An excerpt from above in order of molecular weight, ascending:
SMILES	mouse EphA4 binding
Cc1sc2c(c1C)C(=O)NC(c1cccc(O)c1)N2 (stereo not drawn)	-5%
CCNC(=O)NC1C(NC(=O)NCC)N(C)C(=O)N1C (stereo not drawn)	-7%
Cc1cc(OCCN2CC(C)OC(C)C2)ccc1[N+](=O)[O-] (stereo not drawn)	-12%
Cc1ccc(Cl)cc1NC(=O)Cn1cc2c(n1)CCCC2	-65%
NC(=O)c1ccc(NC(=O)Nc2cccc3ccccc23)cc1	-4%
COC(=O)CSc1ncnc2c1cnn2Cc1ccccc1	-6%
CC(C)CC(c1nnnn1C(C)C)N1CCN(c2ccccc2)CC1 (stereo not drawn)	-4%
COc1ccc(NC(=O)c2cccc(NC(=O)c3ccco3)c2)c(OC)c1	-5%
Cc1ccc(S(=O)(=O)N2CCN(Cc3ccccc3[N+](=O)[O-])CC2)cc1	9%
CC1CCN(C(C(=O)Nc2ccc(C(C)C)cc2)c2ccc3c(c2)OCO3)CC1 (stereo not drawn)	9%
COc1cccc(C(=O)N(Cc2ccc(N(C)C)cc2)C2CCS(=O)(=O)C2)c1 (stereo not drawn)	-2%
O=C(CSC1=NCCS1)Nc1ccc(S(=O)(=O)N2CCCCCC2)cc1	-7%
O=C(C1CCN(S(=O)(=O)N2CCOCC2)CC1)N1CCN(Cc2ccccc2)CC1	-7%
COc1ccc(OC)c(-c2cc(C(=O)N3CCN(c4ncccn4)CC3)c3ccccc3n2)c1	-1%
COCCn1c(=O)[nH]c2cc(C(=O)NCCN3CCN(c4ccccc4F)CC3)ccc2c1=O	-15%
COc1cc(/C=c2\sc3nc4ccccc4n3c2=O)ccc1OCCOc1ccc(C(C)(C)C)cc1	-5%

The list goes on:
SMILES	mouse EphA4 binding
CCOC(=O)c1c(C)c(C(=O)NCCN2CCOCC2)c(C)n1CC	-28%
CCOC(=O)N1CCN(Cc2cc(=O)oc3cc4c(cc23)CCC4)CC1	-1%
COCc1cc(C)nc(OCC(=O)N/N=C/c2cccc(OC)c2)c1C#N	-5%
CCn1c(COc2ccc(Cl)cc2)nnc1SCC(=O)Nc1ccc2c(c1)OCO2	-11%
COc1ccc(C)cc1NC(=O)c1cccnc1	-3%
CCOC(=O)c1ccccc1NC(=O)CN(c1cccc(OC)c1)S(C)(=O)=O	-2%
O=C(N/N=C/c1ccc2c(c1)OCO2)c1ccccn1	-14%
COc1cc(C(=O)Nc2ccc(N(C)C)cc2)c([N+](=O)[O-])cc1OC	-10%
O=C(Nc1ccc(Br)cn1)c1cc(F)c(F)cc1Cl	-9%
CCCCn1nnnc1SCC(=O)c1cc(Cl)ccc1OC	-7%
Cc1cc(C)nc(NN2C(=O)/C(=C/c3ccccc3)SC2=S)n1	-7%
CCc1ccc(-n2c(=O)c3c(C)c(C(=O)N(C)C)sc3n(CC(=O)NCc3ccco3)c2=O)cc1	-11%
Cn1c(Cn2cnc3ccccc32)nc2ccccc21	0%
COC(=O)c1cc2occc2n1CC(=O)Nc1cc(OC)cc(OC)c1	-16%
CCN1CCN(c2cc(C)c3cc(NC(=O)c4ccncc4)ccc3n2)CC1	2%
COc1ccc2ccccc2c1CN1CCN(Cc2ccccc2)CC1	-3%
Cc1ccc(Nc2ccc(C(=O)O)cc2N)cc1	-12%
CCOC(=O)c1ccc(N2NC(=O)/C(=C/c3cc(OC)c(O)c(OC)c3)C2=O)cc1	-4%
O=C(Cn1cccc1)N1CCN(c2ccc(F)cc2)CC1	1%
O=C(Nc1cccn(Cc2c(Cl)cccc2Cl)c1=O)c1ccccc1Cl	-13%
COc1ccc(-c2nsc3c(N4CCCCC4)ncnc23)cc1	-9%
C=CCn1c(SCCCC)nc(O)cc1=O	-7%
COC(=O)C1=C(Nc2ccc(OC)cc2)C=C(C)C(C(=O)OC)C1c1ccc(C)cc1 (stereo not drawn)	34%
O=C(Cn1nnc(-c2ccccc2)n1)NCc1cccs1	-12%
CCOc1ccc(N2C(=O)CC(N3CCN(C(=O)c4ccco4)CC3)C2=O)cc1 (stereo not drawn)	7%
CCCN(CCC)C(=O)CC12CC3CC(C1)CC(CC(=O)N(CCC)CCC)(C3)C2	-11%
COc1ccc(C(=O)CSc2nc3ccccc3n2CC(=O)c2ccccc2)cc1	-8%
CC(C)NC(=O)c1nn2c(C(F)(F)F)c3c(nc2c1Cl)-c1ccccc1CC3	-11%
CC(=O)N1CCc2cc(S(=O)(=O)NCCCN3CCN(Cc4ccccc4)CC3)ccc21	-6%
CC1CCN(C(=O)CSc2nc3cccnc3n2C)CC1	-8%
Cc1cc(N2CCCCC2)nc(NCc2ccccc2)n1	-6%
Cn1cnnc1SCC(=O)c1c[nH]c2ccccc12	-12%
COCCCNC(=O)COc1ccc2ccccc2c1	-14%
CCOCCCN(C(=O)c1ccco1)C(C(=O)NC1CCCC1)c1cccc(OC)c1OC (stereo not drawn)	-4%
O=C(COC(=O)c1cccc(NC(=O)c2ccco2)c1)c1ccc(Br)cc1	-6%
Cc1nn(C(=O)c2cccnc2)c(C)c1Sc1ccc(Br)cc1	-1%
COCCCN1C(=O)C(=O)/C(=C(/O)c2ccccc2)C1c1ccc(N(C)C)cc1 (stereo not drawn)	-7%
Cc1nnsc1C(=O)NNS(=O)(=O)c1ccccc1	-15%
O=S(=O)(NCCc1ccccn1)c1ccc(F)c(F)c1	-5%
CCOc1cc(/C=C2\C(=O)N(Cc3ccc(C)cc3)C(C)=C2C(=O)OC)ccc1O	-12%
CCc1ccc(C(=O)COC(=O)C(Cc2ccccc2)NC(=O)c2ccc(Cl)cc2)cc1 (stereo not drawn)	0%
CN(C)c1ccc(NS(=O)(=O)c2ccc(F)cc2)cc1	1%
CCCCCn1c(SCCc2ccccc2)nc2c1c(=O)[nH]c(=O)n2C	-27%
CN1CCN(c2nc(-c3ccccc3)c3cc(Cl)ccc3n2)CC1	1%
CCN(C(N)=S)c1ccccc1	-11%
CC(C)c1cc(C(=O)Nc2sc3c(c2C#N)CCC3)no1	-8%
CCCCN(C)C(=O)C(Cc1ccccc1)NS(=O)(=O)c1ccc2c(c1)c(=O)n(C)c(=O)n2C (stereo not drawn)	-5%
CCCCCCCc1nc2c(=O)n(C)c3ccccc3c2o1	-6%
CCOC(=O)N1CCN(c2c(N3CCc4ccccc43)c(=O)c2=O)CC1	8%
COc1ccc(CN2CC(C(=O)NCCc3ccccc3)CC2=O)cc1 (stereo not drawn)	0%

(cont.)
SMILES	mouse EphA4 binding
O=[N+]([O-])c1ccc(N2CCN(S(=O)(=O)c3ccccc3)CC2)c2cccnc12	9%
CCn1c(CCNC(=O)c2ccccc2Cl)n[nH]c1=S	-8%
CCCCOC(=O)c1ccc(NC(=O)c2ccc(-c3cccc([N+](=O)[O-])c3)o2)cc1	-10%
Cc1ccc(N(C(=O)c2cccs2)C2C=CS(=O)(=O)C2)cc1 (stereo not drawn)	0%
COc1ccc(N(CC(=O)Nc2cc(Cl)ccc2OC)S(=O)(=O)c2c(C)noc2C)cc1	-9%
CC(C)CCN(CCN1C(=O)c2ccccc2C1=O)CCN1C(=O)c2ccccc2C1=O	-9%
CCc1ccccc1NC(=S)N1CCC(C(=O)c2ccc(F)cc2)CC1	-2%
CC1CCN(c2nc(-c3ccc(F)cc3)cc(C(F)(F)F)n2)CC1	-6%
CCOc1ccc2nc(SCc3ccccc3C#N)sc2c1	-2%
CCN1C(=O)c2cccc3c(NS(=O)(=O)c4ccc(NC(C)=O)cc4)ccc1c23	4%
CC(C)c1nnc(NC(=O)CCCC(=O)O)s1	-15%
CN(C)/C(CN1CCN(C=O)CC1)=C1\N=C(c2ccccc2)OC1=O	-2%
CC12CN3CCN(CC(C3)C1(O)CN1CCOCC1)C2 (stereo not drawn)	-7%
CCCCOc1ccc(C2(C)CC(=O)NC2=O)cc1 (stereo not drawn)	-35%
O=C1NC(=O)c2cc(NC(=O)C3CCCO3)ccc21 (stereo not drawn)	2%
COc1ccc(C(=O)CC(c2ccccc2)C2C(=O)CCCC2=O)cc1 (stereo not drawn)	-4%
CC(=O)Cc1nsc(NC(=O)c2ccc(-c3ccc(Cl)c(C(F)(F)F)c3)o2)n1	-4%
COc1ccc(C2C3=C(CC(c4ccco4)CC3=O)Nc3ccccc3N2C(C)=O)cc1 (stereo not drawn)	-4%
CCCN1CCC2(CC1)C(C#N)=C(N)Oc1c2sc2nc(C)cc(C)c12	-9%
O=C(O)c1ccccc1-c1ccccc1C(=O)Nc1ccccc1	-24%
Cc1nccn1CC(=O)O	-13%
COc1ccc(C(=O)CSc2nnc(Cc3ccccc3)o2)cc1	-18%
O=C(NC1CCCCC1)C1CC(=O)N(CCc2ccccc2)C1 (stereo not drawn)	-10%
Cc1c(NS(=O)(=O)CC23CCC(CC2=O)C3(C)C)c(=O)n(-c2ccccc2)n1C (stereo not drawn)	-4%
COCCOC(=O)C1=C(C)NC(C)=C(C(=O)OCCOC)C1c1ccc(-c2cccc(Br)c2)o1	5%
COc1ccc(C(=O)/C=C/Nc2ccccc2Br)cc1OC	4%
Cc1cccc(NC(=O)CN2CCOCC2)c1C	15%
Cc1ccc2nc(-c3ccc(SCC(=O)Nc4cc(C)on4)nc3)[nH]c2c1	7%
CCCCOc1ccc(C(=O)Nn2cnnc2)cc1	-5%
CCN(CC)C(=O)C1CCCN(c2ccc([N+](=O)[O-])cc2/C=N/NC(=O)c2ccc([N+](=O)[O-])cc2)C1 (stereo not drawn)	-18%
COc1cc(C2Nc3ccccc3NC3=C2C(=O)CC(c2ccc(Cl)cc2)C3)cc(Br)c1O (stereo not drawn)	6%
CCNC(=O)n1nccc1C(C)Oc1ccccc1 (stereo not drawn)	-9%
CCOc1ccc(OCC)c(NC(=O)C2CCCN(S(=O)(=O)c3c(C)n[nH]c3C)C2)c1 (stereo not drawn)	-7%
C(=N\n1cnnc1)/c1nc2ccccc2[nH]1	-12%
CCSCCOC(=O)C1=C(C)NC(=O)NC1c1cccc(OC)c1OC (stereo not drawn)	9%
COc1cc(C2C(C(C)=O)=C(O)C(=O)N2CCN2CCOCC2)ccc1O (stereo not drawn)	-1%
O=P(c1ccccc1)(c1ccccc1)C1CCOCC1	-5%
CCOC(=O)C1C(C)N=C2SCC(=O)N2C1c1cccc(Br)c1 (stereo not drawn)	-17%
CCOC(=O)Nc1c(C)n(C)n(-c2ccccc2)c1=O	12%
CC1CN(Cc2nc3c(c(=O)[nH]c(=O)n3C)n2CCN2CCOCC2)CC(C)O1 (stereo not drawn)	36%

2 entries from above, with values ahead of the structure:
mouse EphA4 binding	canonical_smiles
-8%	COc1ccc(C(=O)CSc2nc3ccccc3n2CC(=O)c2ccccc2)cc1
-8%	CC(C)c1cc(C(=O)Nc2sc3c(c2C#N)CCC3)no1

Additional entries
SMILES	mouse EphA4 binding
O=C(NCC(c1cccnc1)N1CCOCC1)Nc1ccccc1 (stereo not drawn)	-9%
COc1ccccc1C/C(N)=N/OC(=O)c1cccc(I)c1	-8%
O=C(Nc1nccs1)C1CCN(S(=O)(=O)c2ccc(Cl)c(C(F)(F)F)c2)CC1	9%
COCCOC(=O)C1=C(C)NC(=O)N(C(C)=O)C1c1ccc(Cl)cc1 (stereo not drawn)	-9%
CC(=O)N=C1SC2CS(=O)(=O)CC2N1c1cccc(Cl)c1Cl (stereo not drawn)	-12%
CCOc1ccccc1N(C(C)=O)S(=O)(=O)c1ccc(Cl)cc1	-12%
O=C(CSCC(=O)OCC(=O)c1ccc(Br)cc1)Nc1cccc2ccccc12	-7%
CCCC(=O)N1CCN(c2ccc(NC(=S)NC(=O)CC)cc2)CC1	-4%
CCc1nc2oc3ccccc3c(=O)c2c(=O)n1Cc1ccccc1	-4%
O=C(N/C(=C/c1ccc(-c2cccc(C(F)(F)F)c2)o1)C(=O)N1CCOCC1)c1ccc(Cl)cc1	-9%
Cc1ccc(C2CC(C(F)(F)F)n3nc(C(=O)N4CCN(c5ccc(F)cc5)CC4)cc3N2)cc1 (stereo not drawn)	12%
COC(=O)c1cccc(NC(=O)C23CC4CC(C2)CC(C(=O)Nc2cccc(C(=O)OC)c2)(C4)C3)c1	-9%
CC(c1ccccc1)C1NC(C(=O)O)CS1 (stereo not drawn)	-6%
COc1cc(-c2nc(N)c3c(=O)oc4ccccc4c3n2)cc(OC)c1OC	13%
CC(C)(Cc1ccc(O)cc1)NC(=O)Cc1ccccc1	-17%
Cc1ccccc1NC(=O)OCc1cccnc1Sc1ccc(Cl)cc1	-5%

These rows are one share of the data. The share of hits here may be higher or lower than overall.
